Glyco luc inh: increase of ERlucT glycosylation luciferase signal, primary screen, N-linked glycosylation inhibitor project, D54 ERlucT cells, luminescence, set 2; 360,000 tested, 0.23% active; reporter increase, % at 12.5 µM; AID 588692, 2011; D54 ERlucT glycosylation luciferase reporter, 24 h; percent of 100 nM tunicamycin response;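 active means mean luciferase reporter signal, scaled so untreated is 0 and the glycosylation-blocking control 100, at or above a set limit in every replicate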;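 further: luciferase carries N-glycosylation sites so blocking glycosylation raises the light; 0% = median of neutral control wells and 100% = median of 100 nM tunicamycin wells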
iPSC survival up: enhancers of single-cell hiPSC survival, primary screen, ATPlite luminescence. 100% = ROCK inhibitor wells, 0% = DMSO. survival enhancement, % at 20 µM. 360,000 tested, 0.044% active; in the data active means survival enhancement above about 18%;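 further: cells exposed to compounds for 16 hours before the ATP read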
Vif imaging: HIV Vif self-association inhibitors, primary screen, imaging, HEK293T, single point; HEK293T cells, Vif self-association by quenched fluorescence, 24 h; inhibition, % at 7.49 µM; 340,000 tested, 0.35% active; in the data active means inhibition above about 50%, passing the limit was not always enough; further: some results filed as inactive read as strong as hits
m5-HT2A agonist: mouse Htr2a agonists via beta-arrestin recruitment, primary screen, cell-based, luminescence. 360,000 tested, 0.66% active. CHO-K1 mHTR2A beta-arrestin complementation; percent of 30 µM serotonin response. AID 624169, 2012. activation, % at 7.6 µM. 5-hydroxytryptamine receptor 2A (Mus musculus), P35363;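 active means activation above a run cutoff, the mean activation of all tested compounds plus 3 SD, cut at about 14% in these data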;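 further: 0% = plate median of compound wells and 100% = 30 µM serotonin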
Target sequence (P35363 whole entry, looked up): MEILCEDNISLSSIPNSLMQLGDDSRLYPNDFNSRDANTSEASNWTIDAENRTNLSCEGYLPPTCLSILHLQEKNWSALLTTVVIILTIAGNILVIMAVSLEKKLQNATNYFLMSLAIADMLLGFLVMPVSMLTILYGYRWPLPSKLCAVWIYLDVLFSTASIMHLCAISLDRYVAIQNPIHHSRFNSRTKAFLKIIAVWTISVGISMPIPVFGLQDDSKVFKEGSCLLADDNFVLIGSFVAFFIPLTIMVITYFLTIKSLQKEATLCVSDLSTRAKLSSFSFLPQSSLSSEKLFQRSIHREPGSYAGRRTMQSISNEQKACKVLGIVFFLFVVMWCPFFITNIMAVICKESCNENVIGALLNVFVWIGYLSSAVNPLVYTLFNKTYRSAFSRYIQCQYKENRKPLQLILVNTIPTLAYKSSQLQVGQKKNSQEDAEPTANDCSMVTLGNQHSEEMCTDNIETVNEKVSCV
aDG glyco up: activators of alpha-DG glycosylation, primary screen, uHTS, Pro5-aDG cells, AlphaScreen; alpha-DG glycosylation AlphaScreen (IIH6); 0% Pro5, 100% B10-LARGE cell signal; activation, % at 10 µM; 360,000 tested, 0.22% active; AID 624168, 2012;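 active means activation of at least 8% versus controls, or a plate z-score of at least 8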;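 further: Pro5 are CHO cells carrying HIG-tagged alpha-DG that lacks glycosylation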
H9c2 protect: cardioprotection against H2O2-induced cell death, primary screen, uHTS, H9c2 cells, ATPLite luminescence; protection from H2O2 cell death, % at 20 µM; H9c2 cardiomyocytes, H2O2 injury protection, 2 h; 360,000 tested, 0.63% active;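 active means compounds giving at least 50% protection of heart cells from peroxide-induced death in the single-dose screen, raw or plate-pattern-corrected value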;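 further: 0% = DMSO wells with peroxide and 100% = DMSO wells without peroxide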
Exocytosis inh: LAMP-1 surface exposure blockers, TALL-104 cells – cell-based, flow cytometry, MLPCN library, primary screen; 360,000 tested, 0.66% active; inhibition, % at 10 µM; TALL-104 LAMP-1 surface exposure; cells stimulated with thapsigargin and PMA;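 active means inhibition above about 55%, limit read from the data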
PDI turbidity: inhibitors of human PDI, primary screen, biochemical, turbidity, single point, plate reader; PDI insulin aggregation turbidity, A650, 90 min; inhibition, % at 10 µM; 350,000 tested, 0.052% active; AID 588391, 2011;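 active means mean inhibition across replicates of 30% or more, whatever share of single replicates reach that level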;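 further: absorbance from insulin aggregation driven by PDI reduction with DTT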
Target sequence (P07237 whole entry, looked up): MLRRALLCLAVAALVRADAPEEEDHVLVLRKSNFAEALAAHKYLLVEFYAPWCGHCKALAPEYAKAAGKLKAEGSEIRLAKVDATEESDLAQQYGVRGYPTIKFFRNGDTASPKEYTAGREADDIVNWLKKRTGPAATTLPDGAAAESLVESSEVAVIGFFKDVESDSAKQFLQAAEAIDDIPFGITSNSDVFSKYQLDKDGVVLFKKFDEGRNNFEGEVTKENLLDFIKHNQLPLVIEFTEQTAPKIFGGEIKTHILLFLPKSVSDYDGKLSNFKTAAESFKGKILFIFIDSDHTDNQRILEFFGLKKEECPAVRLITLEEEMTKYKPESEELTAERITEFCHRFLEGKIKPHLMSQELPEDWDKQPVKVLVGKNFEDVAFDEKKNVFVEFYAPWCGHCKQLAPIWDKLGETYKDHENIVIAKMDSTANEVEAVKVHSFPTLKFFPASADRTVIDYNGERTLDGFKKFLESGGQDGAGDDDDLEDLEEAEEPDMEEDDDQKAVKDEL
ABCB6 inh 2: ABCB6 transporter inhibitors, primary screen, K562-ABCB6 cells, flow cytometry, MLPCN library; K562-ABCB6 porphyrin accumulation, 1 h; hits give low values; fluorescence ratio to DMSO, % at 10 µM; 360,000 tested, 0.19% active; AID 602162, 2011;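 active means fluorescence ratio to DMSO below 75%, the collection mean minus 3 SD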;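 further: signal is porphyrin accumulated inside mitochondria; 100% equals median channel fluorescence of DMSO control wells; lower ratio means ABCB6 inhibition with less porphyrin fluorescence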
CaV13 ICDI inh: Primary screen for inhibitors of IQ motif and Ca2+-dependent inactivation inhibitor domain binding in CACNA1D, Förster resonance energy transfer in living cells, …; HEK cells, CFP/YFP FRET ICDI-IQ, plate reader, 10 min; percent FRET-ratio fall versus neutral wells; inhibition, % at 12.3 µM; 340,000 tested, 0.098% active; AID 743397;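 active means mean replicate inhibition of at least 30% and at least 1% of replicates passing that level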;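 further: 0% = median of the neutral control wells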
* hit, by the source's call.

Results for CCN(CC)CCCN(C(=O)c1ccco1)c1nc(-c2ccc(C)cc2)cs1 ?
Glyco luc inh: 2; iPSC survival up: -0.3; Vif imaging: -2; m5-HT2A agonist: -11; aDG glyco up: 0.4; H9c2 protect: 26; Exocytosis inh: 1; PDI turbidity: 8; ABCB6 inh 2: 106; CaV13 ICDI inh: 5

How did O=C(Nc1ccc(S(=O)(=O)N2CCCCC2)cc1)c1ccc(=O)[nH]c1 do in these assays?
Glyco luc inh: 2; iPSC survival up: 0.0; Vif imaging: 21; m5-HT2A agonist: 0; aDG glyco up: -0.1; H9c2 protect: 4; Exocytosis inh: -1; PDI turbidity: -7; ABCB6 inh 2: 104; CaV13 ICDI inh: -2

Results for O=C(NN1CCOCC1)c1cc(S(=O)(=O)Nc2cccc(C(F)(F)F)c2)ccc1Cl ?
Glyco luc inh: 1; iPSC survival up: 0.5; Vif imaging: 0; m5-HT2A agonist: 5; aDG glyco up: 0.0; H9c2 protect: 1; Exocytosis inh: 2; PDI turbidity: -6; ABCB6 inh 2: 104; CaV13 ICDI inh: -6

What do the screens show for `CCOc1ccccc1C(=O)NC(C(=O)NCCc1ccccn1)C(C)C` (centres undefined)?
Glyco luc inh: 1; iPSC survival up: 3.9; Vif imaging: -21; m5-HT2A agonist: 0; aDG glyco up: 0.0; H9c2 protect: 1; Exocytosis inh: -13; PDI turbidity: -3; ABCB6 inh 2: 104; CaV13 ICDI inh: -6

How did CCOCC(=O)Nc1nc2ccc(S(C)(=O)=O)cc2s1 do in these assays?
Glyco luc inh: -1; iPSC survival up: -0.3; Vif imaging: -5; m5-HT2A agonist: -1; aDG glyco up: 0.0; H9c2 protect: 6; Exocytosis inh: 0; PDI turbidity: 17; ABCB6 inh 2: 97

What do the screens show for `Cc1ccc(Cn2c(=N)c(C(=O)NC3CCCC3)cc3c(=O)n4ccccc4nc32)cc1`?
Glyco luc inh: 2; iPSC survival up: 0.0; Vif imaging: 3; m5-HT2A agonist: -5; aDG glyco up: 1.7; H9c2 protect: 4; Exocytosis inh: 1; PDI turbidity: 10; ABCB6 inh 2: 109

How did COc1cc(C2C(C(=O)c3ccc(C)o3)=C(O)C(=O)N2Cc2ccccc2)ccc1O (centres undefined) do in these assays?
Glyco luc inh: 0; iPSC survival up: -0.3; Vif imaging: 5; m5-HT2A agonist: 6; aDG glyco up: -0.2; H9c2 protect: 2; Exocytosis inh: 13; PDI turbidity: -5; ABCB6 inh 2: 98; CaV13 ICDI inh: -15

Results for NC(=O)c1cccc(Nc2nc(C(N)C3CCCCC3)cs2)n1 (centres undefined) ?
Glyco luc inh: 7; iPSC survival up: 13; Vif imaging: -2; m5-HT2A agonist: 0; aDG glyco up: 0.2; H9c2 protect: 49; Exocytosis inh: -3; PDI turbidity: -3; ABCB6 inh 2: 100; CaV13 ICDI inh: -4

Results for O=C(COc1cccc(C(F)(F)F)c1)Nc1nnc(C2CC2)s1 ?
Glyco luc inh: 0; iPSC survival up: 1.9; Vif imaging: 14; m5-HT2A agonist: -1; aDG glyco up: 0.1; H9c2 protect: -3; Exocytosis inh: 9; PDI turbidity: -1; ABCB6 inh 2: 102; CaV13 ICDI inh: -7

Results for Cc1ccc(S(=O)(=O)c2nc(S(C)(=O)=O)sc2N2CCCC2)cc1 ?
Glyco luc inh: -1; iPSC survival up: -0.5; Vif imaging: 1; m5-HT2A agonist: -4; aDG glyco up: -0.2; H9c2 protect: -1; Exocytosis inh: 0; PDI turbidity: 7; ABCB6 inh 2: 99; CaV13 ICDI inh: -7

Results for O=C(NCc1ccc(Cl)c(Cl)c1)c1cc(C2CCCCN2C(=O)c2ccccn2)on1 (centres undefined) ?
Glyco luc inh: -1; iPSC survival up: 0.7; Vif imaging: 1; m5-HT2A agonist: 0; aDG glyco up: -0.1; H9c2 protect: 0; Exocytosis inh: 4; PDI turbidity: 22; ABCB6 inh 2: 95; CaV13 ICDI inh: -6

How did CC(C)=CC(=O)OCC(=O)Nc1ccc(F)cc1Cl do in these assays?
Glyco luc inh: 1; iPSC survival up: 1.2; Vif imaging: -30; m5-HT2A agonist: 10; aDG glyco up: 0.1; H9c2 protect: 4; Exocytosis inh: 1; PDI turbidity: -7; ABCB6 inh 2: 106; CaV13 ICDI inh: -5

What do the screens show for `Cc1cc(Nc2ccc(F)cc2)c2ccccc2n1`?
Glyco luc inh: 0; iPSC survival up: -2.8; Vif imaging: -2; m5-HT2A agonist: -5; aDG glyco up: 0.4; H9c2 protect: -12; Exocytosis inh: -8; PDI turbidity: 0; ABCB6 inh 2: 94; CaV13 ICDI inh: -10

Results for N=C1/C(=C\c2ccc(-c3cccc(Cl)c3)o2)C(=O)N=C2SC=C(c3ccccc3)N12 ?
Glyco luc inh: 1; iPSC survival up: 0.2; Vif imaging: 6; m5-HT2A agonist: -6; aDG glyco up: -0.7; H9c2 protect: 3; Exocytosis inh: -5; PDI turbidity: -4; ABCB6 inh 2: 111; CaV13 ICDI inh: -5

What do the screens show for `Cc1ccc(C(=O)NCCSC(C)(C)C)cc1`?
Glyco luc inh: -13; iPSC survival up: -1.5; Vif imaging: -3; m5-HT2A agonist: -1; aDG glyco up: 0.8; H9c2 protect: -3; Exocytosis inh: -5; PDI turbidity: -2; ABCB6 inh 2: 104

Results for O=C(Nc1ccc(S(=O)(=O)Nc2ncccn2)cc1)c1cnc(Cl)c(Cl)c1 ?
Glyco luc inh: 2; iPSC survival up: 0.5; Vif imaging: -4; m5-HT2A agonist: -2; aDG glyco up: -0.1; H9c2 protect: 0; Exocytosis inh: 1; PDI turbidity: 1; ABCB6 inh 2: 97; CaV13 ICDI inh: -8

What do the screens show for `CCOC(=O)C1=CN(Cc2ccco2)S(=O)(=O)N(CC)C1c1ccccc1` (centres undefined)?
Glyco luc inh: -1; iPSC survival up: -2.2; Vif imaging: 4; m5-HT2A agonist: 10; aDG glyco up: 0.2; H9c2 protect: -3; Exocytosis inh: 4; PDI turbidity: -4; ABCB6 inh 2: 93; CaV13 ICDI inh: -9

What do the screens show for `O=C(CSc1nnc(-c2cccs2)n1Cc1ccco1)c1ccc2c(c1)OCO2`?
Glyco luc inh: 0; iPSC survival up: -4.1; Vif imaging: 13; m5-HT2A agonist: 3; aDG glyco up: 0.7; H9c2 protect: 2; Exocytosis inh: -2; PDI turbidity: -3; ABCB6 inh 2: 114; CaV13 ICDI inh: -4

What do the screens show for `CCOc1ccc(NC(=O)n2ncc3c(C)cccc32)cc1`?
Glyco luc inh: 0; iPSC survival up: -0.7; Vif imaging: 7; m5-HT2A agonist: 2; aDG glyco up: 0.4; H9c2 protect: -15; Exocytosis inh: 6; PDI turbidity: -5; ABCB6 inh 2: 96; CaV13 ICDI inh: -3

How did Cc1cc(C)cc(NC(=O)Cc2ccc(NC3=NC4CS(=O)(=O)CC4S3)cc2)c1 (centres undefined) do in these assays?
Glyco luc inh: 2; iPSC survival up: 5.1; Vif imaging: -13; m5-HT2A agonist: 4; aDG glyco up: 0.0; H9c2 protect: -6; Exocytosis inh: -3; ABCB6 inh 2: 98; CaV13 ICDI inh: -6

2 neighbouring compounds from above, for reference:
Results for CCN(CC)CCCN(C(=O)c1ccco1)c1nc(-c2ccc(C)cc2)cs1 ?
Glyco luc inh: 2; iPSC survival up: -0.3; Vif imaging: -2; m5-HT2A agonist: -11; aDG glyco up: 0.4; H9c2 protect: 26; Exocytosis inh: 1; PDI turbidity: 8; ABCB6 inh 2: 106; CaV13 ICDI inh: 5

How did O=C(Nc1ccc(S(=O)(=O)N2CCCCC2)cc1)c1ccc(=O)[nH]c1 do in these assays?
Glyco luc inh: 2; iPSC survival up: 0.0; Vif imaging: 21; m5-HT2A agonist: 0; aDG glyco up: -0.1; H9c2 protect: 4; Exocytosis inh: -1; PDI turbidity: -7; ABCB6 inh 2: 104; CaV13 ICDI inh: -2

(further entries)
Results for S=C(Nc1ccccc1)N1CCN(c2ccccn2)CC1 ?
Glyco luc inh: 4; iPSC survival up: 3.5; Vif imaging: 1; m5-HT2A agonist: 4; aDG glyco up: -0.5; H9c2 protect: 1; Exocytosis inh: 15; PDI turbidity: -3; ABCB6 inh 2: 98; CaV13 ICDI inh: -3

How did COc1ccc(OC)c(N(CC(=O)NCCSc2ccccc2)S(C)(=O)=O)c1 do in these assays?
Glyco luc inh: -1; iPSC survival up: -1.7; Vif imaging: -1; m5-HT2A agonist: -3; aDG glyco up: -0.1; H9c2 protect: -1; Exocytosis inh: -2; PDI turbidity: -7; ABCB6 inh 2: 94; CaV13 ICDI inh: 12

How did COCCNC(=O)c1cccc(NS(=O)(=O)c2cccc3cccnc23)c1 do in these assays?
Glyco luc inh: 2; iPSC survival up: 0.5; Vif imaging: 3; m5-HT2A agonist: 1; aDG glyco up: -0.1; H9c2 protect: 5; Exocytosis inh: 3; PDI turbidity: -2; ABCB6 inh 2: 97; CaV13 ICDI inh: -4

Results for CC(C)n1cnc2c(N(C)c3cccc(Cl)c3)nc(N(CCO)CCO)nc21 ?
Glyco luc inh: 8; iPSC survival up: 12; Vif imaging: -6; m5-HT2A agonist: 0; aDG glyco up: 0.0; H9c2 protect: 7; Exocytosis inh: -4; PDI turbidity: -11; ABCB6 inh 2: 100; CaV13 ICDI inh: -11

Results for Cc1ccc(-n2nnnc2C(Cl)c2nnnn2-c2ccc(C)cc2)cc1 ?
Glyco luc inh: -1; iPSC survival up: -2.5; Vif imaging: 16; m5-HT2A agonist: 5; aDG glyco up: -0.3; H9c2 protect: -8; Exocytosis inh: 21; PDI turbidity: 3; ABCB6 inh 2: 98; CaV13 ICDI inh: -4

Results for O=C(COC(=O)c1cccs1)Nc1cccc(S(=O)(=O)NC2=NCCCCC2)c1 ?
Glyco luc inh: 0; iPSC survival up: -1.6; Vif imaging: -5; m5-HT2A agonist: -1; aDG glyco up: 0.0; H9c2 protect: 0; Exocytosis inh: -3; PDI turbidity: -7; ABCB6 inh 2: 96; CaV13 ICDI inh: -7

Results for CCOC(=O)[C@]12CCCC=C1N(Cc1ccco1)C(=O)[C@H](CC(=O)NCc1ccc(OC)c(OC)c1)C2 ?
iPSC survival up: 0.7; m5-HT2A agonist: -2; aDG glyco up: -0.3; Exocytosis inh: 10; ABCB6 inh 2: 94; CaV13 ICDI inh: -7

What do the screens show for `CC(=O)Nc1cccc(-c2nnc(SCC(=O)n3c4c(c5ccccc53)CCCC4)n2C)c1`?
Glyco luc inh: -1; iPSC survival up: -1.5; Vif imaging: -1; m5-HT2A agonist: 0; aDG glyco up: 0.2; H9c2 protect: 18; Exocytosis inh: -1; PDI turbidity: 7; ABCB6 inh 2: 94; CaV13 ICDI inh: -7

Results for O=C(O)C(CCCCN1C(=O)c2ccccc2C1=O)N1C(=O)c2ccccc2C1=O (centres undefined) ?
Glyco luc inh: 2; iPSC survival up: -3.4; Vif imaging: 9; m5-HT2A agonist: -4; aDG glyco up: 0.0; H9c2 protect: 8; Exocytosis inh: -1; PDI turbidity: -2; ABCB6 inh 2: 94

Screens: PubChem BioAssay, several laboratories
